HT1080 viability: cytotoxicity in HT1080 fibrosarcoma cells, cell-based, fluorescence readout (AID 620); HT1080 viability, fluorescence; higher % means a stronger effect; 0.42% of 87,000 active; cytotoxicity, % at 10 µM; hits with a dose series show EC50 in µM; in the data active = cytotoxicity above about 50%;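 note: cells exposed to compound overnight then 4 h with Alamar Blue; 0% = vehicle DMSO and 100% = killing control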
* hit, by the source's call. An excerpt, so the mix of outcomes need not match the whole.

SMILES | HT1080 viability
CCCSc1nc(C)cc(C)c1C(N)=O | -5.3%
Cc1cc(Cl)c(S(=O)(=O)Nc2ccc(Cl)cn2)cc1OCC(N)=O | -2.1%
COc1ccc(C)cc1S(=O)(=O)N(CC(=O)Nc1ccc2c(c1)OCCO2)Cc1ccccc1 | 12.7%
COc1ccc(S(=O)(=O)Nc2nc3ccccc3s2)cc1 | -9.0%
CCOC(=O)Cc1c(C)[nH]c(=S)[nH]c1=O | -5.3%
COC(=O)C1=C(C)N(C2CCCCC2)C(=O)C1 | -17.1%
CCCNC(=O)c1ccc(Cl)c(Cl)c1 | 0.1%
CC(C)(C)c1ccc(-c2nc(C#N)c(NCc3cccnc3)o2)cc1 | 4.0%
CCOC(=O)CN(C(=O)CSc1nnc(CNc2ccc(F)cc2)n1C)c1ccccc1 | -13.2%
CCOC(=O)Cn1nnc(-c2ccccc2)n1 | -9.3%
O=C(c1ccccc1)N1CCN(Cc2ccccc2)CC1 | -6.5%
O=C(NCc1ccccn1)C1C2C=CC(C2)C1C(=O)Nc1ccc(F)cc1 (configuration not stated) | 1.5%
O=C(O)c1cccc(NC(=O)C2C3C=CC(C3)C2C(=O)O)c1 (configuration not stated) | 4.5%
CC1=CC(C)(C)N(S(=O)(=O)c2ccc(C)cc2)c2ccc(C)cc21 | 64.1%*
COc1ccccc1NC(=O)C(C/C=C(/C)Cl)C(C)=O (configuration not stated) | -10.1%
CCOc1ccccc1NC(=O)CC(O)(C(F)(F)F)C(F)(F)F | -10.0%
COCc1nnc(NS(=O)(=O)c2c(C)cc(C)cc2C)s1 | 3.6%
c1ccc(-c2ccc(C3=Nn4c(nnc4-c4cc(-c5ccccc5)n[nH]4)SC3)cc2)cc1 | -0.7%
CCCN1Cc2cccc(C(=O)NC(C)c3cccs3)c2C1=O (configuration not stated) | 6.1%
O=C(NCc1ccccc1Cl)c1csc2c1CCCCC2 | -1.9%
COc1cc(C(=O)N(Cc2cccnc2)Cc2cc3cc4c(cc3[nH]c2=O)OCCO4)cc(OC)c1OC | -0.2%
CC(Sc1nnc2ccccn12)C(=O)Nc1ncc(Cl)cc1Cl (configuration not stated) | 0.0%
CCCc1cc(C(=O)Nc2cccnc2Cl)no1 | 6.4%
CCC(=O)NCCNc1nc2cc(C)c(C)cc2cc1C#N | -2.2%
O=C1CSC(c2cccnc2)N1c1ccc(F)cc1 (configuration not stated) | 1.9%
SMILES | HT1080 viability
O=C(c1ccc(Cl)cc1)c1ccc(CN2C(=O)c3ccccc3C2=O)o1 | -15.0%
Cc1ccccc1Nc1nc(N)nc(CSc2nc3ccccc3c(=O)n2C)n1 | -4.8%
COc1ccc(S(=O)(=O)O/N=C2\CCCc3ccccc32)cc1 | 4.8%
Cc1ccc(CN(C(=O)Cn2nnc3ccccc32)C(C(=O)NCc2ccco2)c2ccc(C)o2)cc1 (configuration not stated) | -2.6%
CN=C1SC(CC(=O)Nc2ccc(C(C)=O)cc2)C(=O)N1C (configuration not stated) | 12.5%
Cc1ccc(C(=O)N(c2c(C)n(C)n(-c3ccccc3)c2=O)C(C)C)cc1 | -4.3%
Cc1ccc(NCCc2ccc(C)nc2)cc1 | 28.2%
O=c1c2ccccc2ncn1-c1cccc(Cl)c1 | 3.0%
CC(=O)NCCn1c(SCc2ccc(C)cc2)nc2ccccc2c1=O | -1.6%
CCCCN1C2CCCC1CC(NC(=O)C1CCCCC1)C2 (configuration not stated) | 0.3%
C=CCOn1c(=O)c(-c2cccs2)[n+]([O-])c2ccccc21 | 11.9%
Cc1ccc(S(=O)(=O)N2CCN(C3CC(=O)N(CCc4ccccc4)C3=O)CC2)cc1C (configuration not stated) | -6.3%
CCc1ccc(NC(=O)Cc2cn(C)c3ccccc23)cc1 | 25.0%
Cc1nn2c(NCC(C)C)c3c(nc2c1-c1ccccc1)CCC3 | -34.3%
Cc1ccc(OCC(=O)N2CCCc3ccccc32)cc1 | 12.9%
COc1cc2nc(NCCCN3CCN(C)CC3)n3nc(-c4ccccc4)nc3c2cc1OC | 12.8%
O=C(Nc1ccc2ccccc2c1)[C@@H]1C[C@H]1[C@@H](NP(=O)(c1ccccc1)c1ccccc1)c1ccccc1 | -16.0%
COc1ccc(NC(=O)CN2CCN(CC(=O)Nc3ccccc3Cl)CC2)c(OC)c1 | -12.2%
CCN1C(=O)CC(NNC(=O)c2ccc(Cl)cc2)C1=O (configuration not stated) | -11.2%
O=Cc1cn(CC(=O)NCC2CCCO2)c2ccccc12 (configuration not stated) | -4.6%
Cc1cccc(NC(=O)c2cc(=O)c3ccccc3o2)n1 | -3.0%
CCCc1nc2sc3ccccc3c(=O)c2c(=O)n1CCOC | 20.1%
Cc1ccc(CSc2nc3ccccc3c(=O)n2CCCC(=O)NCc2ccco2)cc1 | 13.0%
COc1ccc2cc(CN(CC3CCCO3)S(=O)(=O)c3ccccc3)c(=O)[nH]c2c1 (configuration not stated) | -4.3%
Cc1ccc(O)c(C2=NCCNC(C(F)(F)C(F)F)=C2)c1 | 9.9%

A stretch from the list above, as a working copy:
SMILES | HT1080 viability
Cc1cccc(NC(=O)c2cc(=O)c3ccccc3o2)n1 | -3.0%
CCCc1nc2sc3ccccc3c(=O)c2c(=O)n1CCOC | 20.1%
Cc1ccc(CSc2nc3ccccc3c(=O)n2CCCC(=O)NCc2ccco2)cc1 | 13.0%
COc1ccc2cc(CN(CC3CCCO3)S(=O)(=O)c3ccccc3)c(=O)[nH]c2c1 (configuration not stated) | -4.3%
Cc1ccc(O)c(C2=NCCNC(C(F)(F)C(F)F)=C2)c1 | 9.9%

Carrying on.
SMILES | HT1080 viability
CCCNC(=O)C1CCN(c2ccc(S(=O)(=O)N3CCOCC3)cc2Cl)CC1 | -9.5%
Cc1sc2ncn(CC(=O)NCC(=O)N(C)Cc3ccccc3)c(=O)c2c1C | -27.4%
CC(Sc1n[nH]c(N)n1)C(=O)C12CC3CC(CC(C3)C1)C2 (configuration not stated) | -8.3%
O=S(=O)(N/N=C/c1cn(Cc2ccccc2)c2ccccc12)c1ccccc1 | 3.8%
Cc1ccc(S(=O)(=O)Cc2sc3ccccc3[n+]2C)cc1 | 1.9%
Cc1cccc(N2CCN(S(=O)(=O)c3ccc(S(=O)(=O)N4CCCC4)cc3)CC2)c1C | -4.5%
Nc1ccccc1N1CCOCC1 | -8.8%
Cc1nnc(SCC(=O)NC(=O)NCc2ccco2)n1Cc1ccccc1 | -22.6%
COc1ccc(N2CCN(Cc3ccc(Br)s3)CC2)cc1 | -1.3%
CCOC(=O)c1[nH]c2ccccc2c1CCCN1C(=O)c2ccccc2C1=O | -23.9%
Cc1cc(C)n(C(=O)c2c([N+](=O)[O-])cnn2C)n1 | 8.7%
Cc1cc(C(=O)NCc2ccco2)no1 | 15.6%
O=C(CC(c1ccccc1)c1ccccc1)Nc1ccc2c(c1)OCCO2 | -2.0%
CCC(C)(C)n1nnnc1C(c1ccc2ncccc2c1)N1CCCCCC1 (configuration not stated) | -6.1%
CCN(Cc1ccccc1)C(c1ccc(C(F)(F)F)cc1)c1nnnn1C(C)(C)C (configuration not stated) | 17.9%
CCOC(=O)N1CCC(Nc2c(Nc3ccc(F)cc3)c(=O)c2=O)CC1 | 4.4%
CN(C)c1cc[n+](Cc2c(Cl)cccc2Cl)cc1 | -8.7%
COc1cccc(CNC(=O)C2CCCN(S(=O)(=O)c3c(C)[nH]c(=O)[nH]c3=O)C2)c1 (configuration not stated) | 2.6%
CC(=O)Nc1ccc(-c2csc(NCc3ccco3)n2)cc1 | -7.6%
O=C1OC(Nc2ccccn2)c2ccccc21 (configuration not stated) | 1.2%
c1ccc2c(CSc3nnc(-c4ccncc4)o3)cccc2c1 | -9.4%
COc1cccc(C(=O)Nn2c(C)nnc2-n2nc(C)cc2C)c1 | -8.4%
COc1cc(C2SCC(=O)N2CCCN(C)C)cc(OC)c1OC (configuration not stated) | 10.5%
O=C(Cc1n[nH]c(=O)[nH]c1=O)N/N=C/c1cccc(O)c1 | -2.0%
CC(C)C(NS(=O)(=O)c1cccs1)C(=O)N(C)Cc1ccccc1 (configuration not stated) | -11.3%

Structures above with a CF3 group (2):
SMILES | HT1080 viability
CCOc1ccccc1NC(=O)CC(O)(C(F)(F)F)C(F)(F)F | -10.0%
CCN(Cc1ccccc1)C(c1ccc(C(F)(F)F)cc1)c1nnnn1C(C)(C)C (configuration not stated) | 17.9%

Looked up above:
HT1080 viability, `CN(C)c1cc[n+](Cc2c(Cl)cccc2Cl)cc1` reads -8.7%
HT1080 viability, `O=S(=O)(N/N=C/c1cn(Cc2ccccc2)c2ccccc12)c1ccccc1` reads 3.8%
HT1080 viability, `O=C(Cc1n[nH]c(=O)[nH]c1=O)N/N=C/c1cccc(O)c1` reads -2.0%

Next part:
SMILES | HT1080 viability
COc1ccc(Nc2nc(NC(C)(C)C)nc(N3CCCC3)n2)c(OC)c1 | 0.1%
CCOC(=O)C1=C(OCc2ccc(Cl)cc2)C2C=C(C)C=CC2N=C1 (configuration not stated) | 0.9%
O=c1oc2ccccc2cc1-c1nnc(NCc2ccco2)s1 | 4.2%
O=C(c1ccccc1Nc1ccc(SC(F)F)cc1)N1CCCCCC1 | 5.4%
COC(=O)c1cc(NC(=O)C2CCCN(S(=O)(=O)c3c(C)n[nH]c3C)C2)cc(C(=O)OC)c1 (configuration not stated) | 3.7%
Cc1ccn2c(NC(=O)c3ccco3)c(-c3ccccc3)nc2c1 | 2.5%
O=C(NCCc1c[nH]c2ccccc12)C(F)(F)F | -11.7%
CC1CCN(CCC(=O)Nc2ccc3c(c2)CCC3)CC1 | 2.6%
Cc1cccc(CS(=O)(=O)c2nnc([C@H](Cc3ccccc3)NC(=O)OC(C)(C)C)o2)c1 | 0.0%
Cc1ccc(N(Cc2ccc(C(=O)NC3CCCCC3)cc2)S(C)(=O)=O)cc1C | 8.5%
O=C(Nc1ccccc1)c1sc2cc(C(F)(F)F)cnc2c1-c1cccs1 | 22.4%
CC1=CC(C)(C(Cl)Cl)C(C)=CC1=O (configuration not stated) | 1.4%
Cc1ccc(CNC(=O)CN(C2CCCCC2)S(C)(=O)=O)cc1 | 2.8%
CCC1=C(OC(=O)N(CC)CC)N2C(=O)OC(=NCC3CC3)[C@]2(Cc2ccccc2)[C@H]2C1=CC[C@H]1C(=O)N(CC(=O)OC)C(=O)[C@H]12 | 6.0%
COc1ccc(/C=C2\CCc3ccccc3C2=O)cc1Cn1nc(C)cc1C | -5.8%
COCC(=O)n1cc(C(=O)OC)c2ccccc21 | 6.0%
CCCCNC(=O)C(c1ccc(OCC(=O)OC)c(C(=O)OC)c1)N(CCOC)C(=O)CCCCCN1C(=O)NC(c2ccc(-c3ccccc3)cc2)C(C(=O)OCc2ccccc2)=C1C (configuration not stated) | -8.2%
COc1ccc(OC)c(NC(=O)COC(=O)/C=C/c2c(C)nn(C3CCS(=O)(=O)C3)c2Cl)c1 (configuration not stated) | -4.4%
FC(F)Oc1ccc(/C=N/c2c(-c3ccc(OC(F)F)cc3)nc3n2CCS3)cc1 | -3.2%
COc1ccc(OC)c(N(CC(=O)Nc2ccccc2C(=O)NCc2ccco2)S(C)(=O)=O)c1 | 13.0%
CCOC(=O)c1c(NC(=O)C2CCCO2)sc(C(=O)OC(C)(C)C)c1C (configuration not stated) | -15.9%
COc1cccc(NC(=O)CCN2C(=O)c3ccccc3S2(=O)=O)c1 | -2.9%
CCOC(=O)c1c(N)c(C#N)c2n1CCCC2 | -3.2%
COc1ccc(-n2ncc3c(NCC4CCCO4)ncnc32)cc1 (configuration not stated) | -3.1%
CC(=O)c1c(C)[nH]c(C(=O)OCC(=O)N2CCc3ccccc32)c1C | -0.2%
SMILES | HT1080 viability
O=S(=O)(Nn1cnnc1)c1ccccc1 | -6.9%
CC1CN=C(N(C(=O)Nc2ccccc2)C(C)C)S1 (configuration not stated) | 9.2%
CCCCCCCn1c(=N)n(CC(=O)c2ccco2)c2ccccc21 | 29.7%
Cc1cc(Cl)c(OCCN2C(=O)NC(C)(C)C2=O)c(Br)c1 | -11.9%
CCCCCCN(C(=O)CCCCCN1C(=O)NC(c2ccc(C(F)(F)F)cc2)C(C(=O)OCc2ccccc2)=C1C)C(C(=O)NCCCC)c1ccc(OCC(=O)OC)c(C(=O)OC)c1 (configuration not stated) | -16.2%
COCCCNC(=O)CN(c1cc(Cl)cc(Cl)c1)S(C)(=O)=O | -5.4%
Cc1ccc(S(=O)(=O)Oc2ccc3c(c2)O/C(=C\c2cccnc2)C3=O)cc1 | -7.5%
CCOc1cc(/C=C2/NC(=O)N(CC(=O)Nc3cccc(C)c3)C2=O)ccc1O | 1.5%
CC(C)(C)c1ccc(C(=O)NCC(=O)OCN2C(=O)c3ccccc3C2=O)cc1 | -9.6%
CC(NC(=O)c1ccc(Cl)s1)C1CCCO1 (configuration not stated) | -20.7%
CCN(CC)S(=O)(=O)c1ccc(NC(=O)c2ccc(CN3CCOCC3)cc2)cc1 | -4.0%
COC(=O)c1cccnc1NC(=S)NNC(=O)c1ccncc1 | 8.1%
O=C(COc1ncnc2c(Cl)cc(Cl)cc12)NCCC1=CCCCC1 | -0.9%
CC1=CC(C)C2C(=O)N(O)C(=O)C2C1 (configuration not stated) | 9.1%
CCOC(=O)N1CCN(C(=O)c2ccc(N(Cc3ccccc3)S(C)(=O)=O)cc2)CC1 | 21.8%
CCN(c1ccc(C)c(C)c1)S(=O)(=O)c1c(C)[nH]c(=O)[nH]c1=O | -2.9%
CNc1c(N)n(Cc2ccccc2)c(=O)[nH]c1=O | -15.5%
CS(=O)(=O)N(CC(=O)N1CCCCCC1)Cc1ccc(Cl)cc1 | 3.5%
O=C(CCCN1C(=O)c2ccccc2C1=O)Nc1nccs1 | 0.3%

Retrieved by structure from the entries so far:
SMILES | HT1080 viability
CC(NC(=O)c1ccc(Cl)s1)C1CCCO1 (configuration not stated) | -20.7%
Cc1cc(Cl)c(OCCN2C(=O)NC(C)(C)C2=O)c(Br)c1 | -11.9%
CC1CN=C(N(C(=O)Nc2ccccc2)C(C)C)S1 (configuration not stated) | 9.2%
CNc1c(N)n(Cc2ccccc2)c(=O)[nH]c1=O | -15.5%

Compound activity: PubChem BioAssay, Sanford-Burnham Center for Chemical Genomics
